# NCI-60 one-dose screen, 48 h, at 10 µM unless noted. Numbers give growth in % (100 = growth as untreated, 0 = no growth, -100 = all killed).
# MOLT-4 – MOLT-4 leukemia cells. AID 1794779. actives 6.9% (n = 80,000)
# HOP-92 – HOP-92 NSCLC cells; AID 1794738; actives 6.3% (n = 71,000)
# HOP-62 – HOP-62 NSCLC; actives 3.9% (n = 80,000); AID 1794735
# EKVX – EKVX NSCLC; actives 3% (n = 71,000); AID 1794765
# SR – SR leukemia cells; AID 1794780; actives 8.7% (n = 73,000)
# A549/ATCC – A549/ATCC NSCLC | actives 3.7% (n = 81,000)
# RPMI-8226 – RPMI-8226 leukemia cells | actives 7.5% (n = 77,000)
# CCRF-CEM – CCRF-CEM leukemia; actives 7% (n = 77,000); AID 1794778
# An asterisk follows results filed as active; . = not tested or not shown; & = joins results of further samples. How the source made its calls: active means growth percent below 10; inactive means the rest.
# Every second line gives: MOLT-4	HOP-92	HOP-62	EKVX	SR	A549/ATCC	RPMI-8226	CCRF-CEM
(1) CCCC(C)C1CCC(=O)CC1 (stereo not given)
  103	.	97	.	116	97	102	103
(2) CCOc1ccccc1-c1cc(-c2cccs2)c(C#N)c(=O)[nH]1
  93	65	82	97	77	91	91	.
(3) COc1ccc(OC)c(-c2cn3nc(-c4c[nH]c5ccccc45)sc3n2)c1
  60	55	76	73	70	65	64	63
(4) CCOC(=O)N1C2C=CC(C2)N1C(=O)OCC
  99	.	111	88	94	103	103	82
(5) CCOC(=O)c1[nH]nc2c1C1(C(=O)Nc3ccc(Br)cc31)C(C#N)=C(N)O2 (stereo not given)
  106	57	110	97	105	101	95	110
(6) CC1SC(c2cccc(O)c2)N(NC(=O)CCC(=O)c2nc3ncccc3[nH]2)C1=O (stereo not given)
  99	89	92	83	89	96	96	96
(7) CC1CCN(Cc2cn(CC(=O)Nc3ccc4c(ccn4C)c3)nn2)CC1
  105	103	105	107	128	99	106	103
(8) NCc1ccnc(-c2cc3cc(Cl)c(F)c(F)c3[nH]2)c1
  95	81	104	91	70	92	93	89
(9) CCCCNC(=O)c1cc(NCc2cc(O)ccc2O)ccc1O
  62	68	84	95	41	77	19	8.3*
(10) CC(=O)Nc1ccc(C(=O)COc2ccc(/C=C3\CCc4ccccc4C3=O)cc2)cc1
  79	114	113	100	84	.	83	89

# 6 entries from above, arranged by formula weight, low to high.
# Every second line gives: MOLT-4	HOP-92	HOP-62	EKVX	SR	A549/ATCC	RPMI-8226	CCRF-CEM
(8) NCc1ccnc(-c2cc3cc(Cl)c(F)c(F)c3[nH]2)c1
  95	81	104	91	70	92	93	89
(2) CCOc1ccccc1-c1cc(-c2cccs2)c(C#N)c(=O)[nH]1
  93	65	82	97	77	91	91	.
(7) CC1CCN(Cc2cn(CC(=O)Nc3ccc4c(ccn4C)c3)nn2)CC1
  105	103	105	107	128	99	106	103
(3) COc1ccc(OC)c(-c2cn3nc(-c4c[nH]c5ccccc45)sc3n2)c1
  60	55	76	73	70	65	64	63
(10) CC(=O)Nc1ccc(C(=O)COc2ccc(/C=C3\CCc4ccccc4C3=O)cc2)cc1
  79	114	113	100	84	.	83	89
(5) CCOC(=O)c1[nH]nc2c1C1(C(=O)Nc3ccc(Br)cc31)C(C#N)=C(N)O2 (stereo not given)
  106	57	110	97	105	101	95	110

# Next compounds
# Every second line gives: MOLT-4	HOP-92	HOP-62	EKVX	SR	A549/ATCC	RPMI-8226	CCRF-CEM
(11) CCCCCCCCc1nc2ccccc2s1
  96	92	99	101	103	100	102	100
(12) NCC1=C(c2ccccc2)Nc2ncc(-c3ccc(Cl)cc3)n2C1O (stereo not given)
  94	95	86	96	87	92	105	97
(13) Cc1cc(-c2ccc([N+](=O)[O-])cc2)cc(C)n1
  101	104	119	92	104	99	.	112
(14) CCCCCC(=O)C(C)CC (stereo not given)
  69	105	106	101	71	96	115	120
(15) CC1(C)CC(=O)C=C(NCCCCCCCCNC2=CC(=O)CC(C)(C)C2)C1
  97	107	81	.	98	110	98	101
(16) CC(C)COC(c1ccccc1)c1ccccc1
  84	97	111	.	77	89	85	98
(17) Cc1nc2c(O)cccc2cc1CO
  105	.	106	107	68	109	113	107
(18) CN(N=O)C(=O)c1ccccc1C(=O)N(C)N=O
  91	89	101	105	.	106	108	102
(19) Nc1n[nH]c(CC(=O)NCc2ccccc2)n1
  107	112	.	114	91	93	101	102
(20) O=C(COc1cc(O)c2c(=O)cc(-c3ccccc3)oc2c1)Nc1ccccc1C(F)(F)F
  52	52	16	51	.	0.2*	55	59
(21) COc1ccc(C2CCN(CC(=O)Nn3c(COc4ccccc4)nc4ccccc4c3=O)CC2)cc1
  93	92	92	95	87	98	92	97
(22) O=C(Nc1ncc(Cc2ccc(F)cc2)s1)C1=NCCCN1
  106	94	91	101	132	103	98	94
(23) CSc1nc(C)c(Br)c(N)n1
  102	115	112	100	86	98	98	.
(24) O=S(=O)(O)c1ccc(O)cc1
  113	105	100	115	107	101	112	101
(25) Cn1ccc2cc(NC(=O)CN=[N+]=[N-])ccc21
  102	98	95	109	109	100	116	109
(26) O=C1CCc2cccc(O)c2N1
  102	.	103	106	105	103	103	100
(27) CC(=O)Nc1nonc1-c1nc2ccccc2n1Cc1ccc(C#N)cc1
  90	98	96	.	.	99	84	99
(28) CCn1c(Sc2nnc(NC(=O)CCN3CCCC3)s2)nc2c1c(=O)n(C)c(=O)n2C
  108	107	103	99	111	99	.	103
(29) O=C(Oc1ccc2ccccc2c1)c1ccc([N+](=O)[O-])cc1
  114	.	90	89	.	107	74	80
(30) Cc1ccc(-c2nc3c(=O)n4[nH]c(-c5ccccc5)nc4nc3o2)cc1
  104	87	86	93	.	94	107	103
(31) c1ccc(Cc2cc(-c3cc(Cc4ccccc4)[nH]n3)n[nH]2)cc1
  90	101	87	89	97	100	106	93
(32) COc1ccccc1N=Nc1c(O)ccc2cc(S(=O)(=O)O)ccc12
  104	85	83	95	92	100	100	105
(33) O=C1c2cccc3cccc(c23)C(=O)N1C/C=C/c1ccc2c3c(cccc13)C(=O)N(Cc1ccccc1)C2=O
  96	88	97	99	91	96	100	97
(34) COc1ccc(C(=O)c2cc(OC)c(OC)c(OC)c2)cc1OC(=O)CCl
  18	53	22	70	13	23	30	15
(35) O=c1occc2c1cnc1ccccc12
  117	98	96	101	.	100	97	100
(36) Cc1ccc2[nH]c3nc4cc(N5CCC(N6CCOCC6)CC5)cnc4c(C)c3c2c1
  96	91	99	92	84	102	98	110
(37) CC(=O)Nc1ccc(OC(=O)Oc2ccc(NC(C)=O)cc2)cc1
  94	.	98	99	93	94	96	96
(38) COc1cc(Cn2cc(C(=O)Nc3cccnc3Nc3ccc(F)cc3)nn2)cc(OC)c1OC
  89	100	95	97	100	93	103	103
(39) c1ccc(C2=NN3C(C2)c2ccccc2OC3c2ccc3noc(-c4ccccc4)c3c2)cc1 (stereo not given)
  101	122	92	95	94	105	101	104
(40) COc1c(F)ccc(C(=O)Nc2ccc3nc(NC(=O)C4CCCN(S(=O)(=O)c5ccc(Cl)cc5)C4)sc3c2)c1F (stereo not given)
  39	.	102	85	45	66	54	86
(41) CC(C)C(=O)N(C(C)C)C(C)C
  106	106	105	108	102	106	102	105
(42) CC1CCc2c(sc3nc(NN)n(-c4ccccc4)c(=O)c23)C1 (stereo not given)
  85	146	108	104	81	98	99	85
(43) CCOc1ccc(C(=N)N2CCN(C)CC2)c2ccccc12
  102	84	75	96	91	82	101	98
(44) CCOc1ccc(N2C(=O)CSC2=S)cc1
  99	84	104	.	106	.	99	.
(45) O=C(CCCCCCCC(=O)N1CCCC1)N1CCCC1
  92	.	98	123	105	109	94	89
(46) O=C(O)C#Cc1ccccc1
  92	88	99	103	93	90	102	95
(47) O=[N+]([O-])c1ccccc1NC1CCN(Cc2ccccc2)CC1
  110	54	99	97	118	101	96	91
(48) C[N+](C)(C)CCCCCC[N+](C)(C)C
  100&88	88	99&111	102	95	95	94&100	100
(49) COc1cc(NC(=O)C2=C(C)NC(C)=C(C(=O)Nc3cc(OC)c(Cl)cc3OC)C2c2cccc([N+](=O)[O-])c2)c(OC)cc1Cl
  10	13	43	29	.	36	26	12
(50) O=c1[nH][nH]c2c(Cl)cccc12
  103	.	101	.	103	108	112	97
(51) CN1CCN(c2ccc3c(C(N)=O)c(NC(=O)c4ccc(C(C)(C)C)cc4)sc3c2)CC1
  42	79	87	85	35	76	20	53
(52) CCOC(=O)CCC(NC(=O)c1ccccc1NC)C(=O)OCC (stereo not given)
  115	102	113	108	.	121	97	93
(53) Cn1c(N)c(C(=O)/C=C/c2ccccc2)c(=O)[nH]c1=O
  120	90	118	114	107	119	86	104
(54) CC1Sc2[nH]c(=O)sc2C2c3cc(Cl)ccc3OC(=O)C12 (stereo not given)
  108	.	106	102	100	99	102	104
(55) CC1CO/C(=C2\C(=O)OCC2C)C1 (stereo not given)
  101	100	101	111	104	103	106	97
(56) CC(O)c1cnc(/C=C2\SC(=S)N(Cc3ccccc3)C2=O)s1 (stereo not given)
  58	44	39	98	32	67	4.7*	19
(57) C/C(=N\Nc1cc(C)c2ccccc2n1)c1ccccn1
  -19*	-14*	15	.	1.9*	-0.8*	-24*	-20*
(58) O=C1OC(=O)C2C3C=CC(C3=C(c3ccccc3)c3ccccc3)C12 (stereo not given)
  108	.	108	106	94	96	106	94
(59) COc1ccc2[nH]c(O)c(N=NC(=O)Cn3c(-c4ccccc4)nc4ccccc43)c2c1
  60	64	101	81	33	93	74	89
(60) COc1ccc(CCNC(=S)NCCc2ccc(OC)c(OC)c2)cc1OC
  98	86	96	95	84	97	76	.

# Other results
# Every second line gives: MOLT-4	HOP-92	HOP-62	EKVX	SR	A549/ATCC	RPMI-8226	CCRF-CEM
(61) COc1cc2c(c3c1OCCO3)C(=O)N[C@@H]1[C@@H](O)[C@@H](O)[C@H](O)C[C@@H]21
  105	78	100	103	97	94	100	103
(62) O=C1CNC(=O)c2cc(Cl)ccc2N1
  89	94	89	.	88	106	95	96
(63) Cc1cc(C#Cc2ccc(C(C)(C)C)cc2)ccc1-n1c(/C=C/c2ccc(O)cc2O)nc2ccccc2c1=O
  16	.	95	53	29	53	31	20
(64) Cc1ccc(S(=O)(=O)n2oc(=O)c(C3CCCCC3)c2N)cc1
  115	108	118	125	95	95	99	97
(65) COc1cc(C=C2C(=O)OC(C)(C)OC2=O)cc(OC)c1OC
  104	111	.	100	94	98	101	113
(66) Cc1ccccc1C(O)c1ccccc1 (stereo not given)
  102	110	101	98	106	108	109	105
(67) c1ccc(Cn2cnc3ccc(-c4nc(-c5ccc6c(c5)ncn6C5CCCCC5)cn5ccnc45)cc32)cc1
  4.4*	-84*	-9.4*	-12*	5.5*	-5.1*	-41*	5.6*
(68) CSc1nnc(-c2cnn3c2NC(c2ccccc2)C3)n1-c1ccccc1F (stereo not given)
  101	88	95	91	97	90	90	91
(69) Clc1ccc(CSc2nc3ccccc3[nH]2)cc1
  79	65	58	95	85	85	53	74
(70) O=C(Nc1ccccc1-c1nc2ccccc2c(=O)[nH]1)c1ccccc1
  97	82	92	92	.	101	92	97
(71) CCOC(=O)CC(=O)C(OC)OC
  120	91	116	91	122	114	102	100
(72) Cn1c(=O)[nH]c2nc(-c3ccc(Cl)cc3)ccc2c1=O
  84	101	102	95	77	101	93	96
(73) O=C(/C=C/C=C/c1csc(Br)n1)NO
  75	129	112	102	60	93	61	43
(74) COc1ccc(-c2csc3c2-n2cccc2C3=O)cc1O
  -11*	.	31	56	-6.8*	12	-20*	0.4*
(75) O=C1/C(=C\c2ccc(-c3ccccc3Cl)o2)C=C(c2ccc(Cl)cc2)N1Cc1ccccc1
  73	85	99	.	.	76	75	90
(76) CC(=O)[C@@H]1CC[C@]2(C(=O)O)CC[C@]3(C)[C@H](CC[C@@H]4[C@@]5(C)Cc6c([nH]c7ccccc67)C(C)(C)[C@@H]5CC[C@]43C)[C@@H]12
  50	80	75	42	73	31	43	63
(77) O=C1C2=C(Nc3ccccc3N2)OC1c1ccc2c(c1)OCO2 (stereo not given)
  96	79	102	95	100	104	94	104
(78) Cn1c(=O)ccc(=O)n1-c1ccccc1
  115	104	113	98	107	88	105	.
(79) NNC(=O)Cc1csc2ccccc12
  100	85	99	102	.	95	100	94
(80) O=[N+]([O-])c1nccn1CCCCCCCCCCCN1CCOCC1
  100	63	114	.	89	94	86	89
(81) COc1ccc(-c2nc(SCCC(C)C)nc(N3CCCCC3)c2C#N)cc1
  87	102	68	92	91	72	93	81
(82) COc1cc(C(=O)/C=C/c2ccc(Oc3ccc(Br)cc3)cc2)cc(OC)c1OC
  105	91	103	99	97	99	100	93
(83) O=C(Nc1ncc(Cc2ccc(Cl)c(C(F)(F)F)c2)s1)c1ccc2nnsc2c1
  31	65	52	39	57	41	41	46
(84) Cc1ccc(CC(C)(O)CC(C)(O)Cc2ccc(C)cc2)cc1 (stereo not given)
  90	123	107	104	85	102	104	96
(85) Cc1[nH]c(C(=O)Nc2ccc(C(N)=O)c(OC(C)C)c2)c(Cl)c1Cl
  87	131	115	91	91	86	109	102

# 5 records picked at random from the list so far, as already listed:
# Every second line gives: MOLT-4	HOP-92	HOP-62	EKVX	SR	A549/ATCC	RPMI-8226	CCRF-CEM
(83) O=C(Nc1ncc(Cc2ccc(Cl)c(C(F)(F)F)c2)s1)c1ccc2nnsc2c1
  31	65	52	39	57	41	41	46
(85) Cc1[nH]c(C(=O)Nc2ccc(C(N)=O)c(OC(C)C)c2)c(Cl)c1Cl
  87	131	115	91	91	86	109	102
(84) Cc1ccc(CC(C)(O)CC(C)(O)Cc2ccc(C)cc2)cc1 (stereo not given)
  90	123	107	104	85	102	104	96
(81) COc1ccc(-c2nc(SCCC(C)C)nc(N3CCCCC3)c2C#N)cc1
  87	102	68	92	91	72	93	81
(82) COc1cc(C(=O)/C=C/c2ccc(Oc3ccc(Br)cc3)cc2)cc(OC)c1OC
  105	91	103	99	97	99	100	93

# Assay outcomes deposited in PubChem by NCI.
